Source: PubChem BioAssay
IDE inh – cellular human IDE inhibition; P14735; HEK cells, FAbetaB cleavage, fluorescence polarization; inhibition, % at 5.59 µM; hit rate 0.41% among 320,000;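 active means percent inhibition above the average of all tested compounds plus 3 SD, set per screening campaign, cut at about 16% in these data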;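 further: IDE supplied by intact live HEK cells; FP after avidin binding of uncleaved biotin substrate so inhibition keeps polarization high; 0% = DMSO wells and 100% = 60 µM reference IDE inhibitor Ii1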
Target sequence (P14735 whole entry, looked up): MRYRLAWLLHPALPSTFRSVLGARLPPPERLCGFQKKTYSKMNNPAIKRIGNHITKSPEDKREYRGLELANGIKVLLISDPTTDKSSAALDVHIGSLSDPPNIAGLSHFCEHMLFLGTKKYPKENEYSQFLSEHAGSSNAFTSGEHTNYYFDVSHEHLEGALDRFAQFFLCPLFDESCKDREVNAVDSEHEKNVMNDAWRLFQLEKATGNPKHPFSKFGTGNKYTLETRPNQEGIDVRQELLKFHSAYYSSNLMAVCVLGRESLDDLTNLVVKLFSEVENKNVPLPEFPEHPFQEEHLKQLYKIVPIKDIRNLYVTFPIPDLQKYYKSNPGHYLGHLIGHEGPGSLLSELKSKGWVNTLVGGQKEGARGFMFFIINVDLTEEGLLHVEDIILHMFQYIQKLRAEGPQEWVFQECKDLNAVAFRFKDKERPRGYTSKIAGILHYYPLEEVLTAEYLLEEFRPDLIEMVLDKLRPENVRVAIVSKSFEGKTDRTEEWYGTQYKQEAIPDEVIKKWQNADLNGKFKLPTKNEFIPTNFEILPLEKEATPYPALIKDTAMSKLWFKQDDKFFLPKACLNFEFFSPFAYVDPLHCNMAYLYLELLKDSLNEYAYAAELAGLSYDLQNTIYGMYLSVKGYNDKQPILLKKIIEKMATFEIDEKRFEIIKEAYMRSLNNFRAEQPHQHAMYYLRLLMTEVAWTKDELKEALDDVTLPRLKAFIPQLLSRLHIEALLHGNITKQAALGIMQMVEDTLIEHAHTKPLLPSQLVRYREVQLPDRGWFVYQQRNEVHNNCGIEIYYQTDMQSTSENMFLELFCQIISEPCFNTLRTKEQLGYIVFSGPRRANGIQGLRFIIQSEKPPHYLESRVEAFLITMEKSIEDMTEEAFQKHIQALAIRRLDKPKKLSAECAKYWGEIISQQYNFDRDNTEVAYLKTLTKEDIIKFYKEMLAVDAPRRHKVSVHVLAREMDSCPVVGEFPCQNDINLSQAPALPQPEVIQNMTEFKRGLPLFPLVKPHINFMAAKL
IDE cell activ – IDE (human) activation, cell-based | P14735 | HEK cells, FAbeta-B cleavage, fluorescence polarization; 0% vehicle, 100% cell-free pure enzyme wells | activation, % at 5.96 µM | hit rate 0.073% among 340,000 | AID 493087;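 active means activation above the mean of all tested compounds plus 3 SD, set per screening campaign, cut at about 17% in these data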
Starred values were filed as active, the others as inactive. Only part of the results is shown, so the mix of outcomes need not match the whole.

Screening O=C(CCNS(=O)(=O)c1ccccc1)NCCSc1ccc(Br)cc1 returned IDE inh -3 and IDE cell activ 0.
Screening CCN(C(=O)CSc1nnnn1-c1ccc(Cl)cc1)C1CCS(=O)(=O)C1 (stereo not drawn) returned IDE inh 5 and IDE cell activ 2.
Screening Cc1ccc(NC(=O)CSc2ncn[nH]2)c([N+](=O)[O-])c1 returned IDE inh -7 and IDE cell activ 5.
COCCn1c(SC(C)C(=O)Nc2ccc(N3CCOCC3)cc2)nnc1-c1ccncc1 (stereo not drawn) was read as IDE inh 2 and IDE cell activ -1.
For CC(=O)C[C@@H](O)CC(=O)[C@@H]1OC(=O)[C@H](C)C/C=C\Cc2ccccc21 the results were IDE inh 8 and IDE cell activ 3.
O=C(O)c1ccc(Cl)c(S(=O)(=O)Nc2ccc(S(=O)(=O)N3CCCC3)cc2)c1 was read as IDE inh 7 and IDE cell activ 2.
`CC(=O)C[C@@H](O)CC(=O)[C@@H]1OC(=O)CCCCCCc2ccccc21` gave IDE inh 0 and IDE cell activ -1.
Screening COc1ccc([C@H]2CC(=O)C=C(c3ccc(O)cc3)C2)cc1OC returned IDE inh 4 and IDE cell activ 0.
O=C(Nc1cccc(S(=O)(=O)N2CCCC2)c1)c1cccc(OC(F)F)c1 was read as IDE inh 2 and IDE cell activ 2.
CCOC(=O)C1CCCCN1C(=O)/C(=C/c1ccc(OC)cc1)c1ccc(OC)c(OC)c1 (stereo not drawn) was read as IDE inh 7 and IDE cell activ 3.
`NS(=O)(=O)c1ccc(CCNC(=O)CCc2nc3sc4c(c3c(=O)[nH]2)CCCC4)cc1` gave IDE inh 4 and IDE cell activ 2.
`COc1ccc2oc(C(=O)OCC(=O)N(C)C3CCS(=O)(=O)C3)c(C)c2c1` (stereo not drawn) gave IDE inh -1 and IDE cell activ 3.
`CSc1ccc(S(=O)(=O)NCC(=O)OCC(=O)N2CCCCC2C)cc1[N+](=O)[O-]` (stereo not drawn) gave IDE inh -1 and IDE cell activ -2.
O=S(=O)(NC1C2CC3CC(C2)CC1C3)c1ccccc1 (stereo not drawn) was read as IDE inh -5 and IDE cell activ 2.
For COc1ccc2c(COC(=O)[C@H](C)NS(=O)(=O)c3ccccc3F)cc(=O)oc2c1 the results were IDE inh 2 and IDE cell activ 0.
For COc1ccccc1NC(=O)COC(=O)c1[nH]c(=O)[nH]c(=O)c1N the results were IDE inh 2 and IDE cell activ -2.
COc1ccc(F)cc1S(=O)(=O)Nc1cc2c3c(c1)CC(=O)N3CCC2 was read as IDE inh 0 and IDE cell activ 7.
For CCCc1cc(=O)[nH]c(SCC(=O)c2c(N)n(CC(C)C)c(=O)n(C)c2=O)n1 the results were IDE inh -6 and IDE cell activ -5.
C=CCN1C(=O)c2ccc(C(=O)N3CCN(S(=O)(=O)c4ccccc4Br)CC3)cc2C1=O was read as IDE inh 3 and IDE cell activ 4.
`CC(=NNC(=O)CSc1nc2ccccc2o1)c1ccco1` gave IDE inh -5 and IDE cell activ 1.

Continued; the last 5 above are carried over.
For COc1ccccc1NC(=O)COC(=O)c1[nH]c(=O)[nH]c(=O)c1N the results were IDE inh 2 and IDE cell activ -2.
COc1ccc(F)cc1S(=O)(=O)Nc1cc2c3c(c1)CC(=O)N3CCC2 was read as IDE inh 0 and IDE cell activ 7.
For CCCc1cc(=O)[nH]c(SCC(=O)c2c(N)n(CC(C)C)c(=O)n(C)c2=O)n1 the results were IDE inh -6 and IDE cell activ -5.
C=CCN1C(=O)c2ccc(C(=O)N3CCN(S(=O)(=O)c4ccccc4Br)CC3)cc2C1=O was read as IDE inh 3 and IDE cell activ 4.
`CC(=NNC(=O)CSc1nc2ccccc2o1)c1ccco1` gave IDE inh -5 and IDE cell activ 1.
CCOc1ccccc1NC(=O)CSc1nnc2ccc(-c3ccccn3)nn12 was read as IDE inh 0 and IDE cell activ 0.
For CCN(CC)C(=O)c1[nH]cnc1C(=O)NC1CCN(C(=O)OC(C)(C)C)CC1 the results were IDE inh 2 and IDE cell activ 3.
For CC(C)C(NC(=O)CCNC(=O)c1ccc(C(C)(C)C)cc1)c1nc2ccccc2[nH]1 (stereo not drawn) the results were IDE inh -2 and IDE cell activ 0.
Screening Cn1c(=NC(=O)CS(=O)(=O)c2ccccc2)sc2cc([N+](=O)[O-])ccc21 returned IDE inh 1 and IDE cell activ 0.
Screening CCN(C(=O)COC(=O)CNC(=O)c1ccccc1C)C1=CCCCC1 returned IDE inh -5 and IDE cell activ 3.
For Cc1nc(C)c(C(=O)OCC(=O)Nc2cccc(C)c2C)s1 the results were IDE inh 1 and IDE cell activ 1.
CC(=O)CCc1ccccc1 was read as IDE inh 2 and IDE cell activ 5.
Screening CC(=O)c1ccc(NC(=O)CCc2nc3sc4c(c3c(=O)[nH]2)CCCC4)cc1 returned IDE inh 11 and IDE cell activ -6.
Cc1cc(C(=O)CN2c3cccc4cccc(c34)S2(=O)=O)c(C)n1C was read as IDE inh -1 and IDE cell activ 4.
Screening Cc1cc(C(=O)OCC(=O)NC(C)c2ccc(F)cc2)c(C)o1 (stereo not drawn) returned IDE inh 3 and IDE cell activ 1.
For COc1ccc(C(=O)c2c3ccc([N+](=O)[O-])cc3[n+]([O-])n2CCCC(N)=O)cc1 the results were IDE inh 5 and IDE cell activ 5.
Screening C[C@H](CO)N1C[C@H](C)[C@@H](CN(C)C(=O)Nc2ccc3c(c2)OCO3)Oc2ccc(NS(=O)(=O)c3cn(C)cn3)cc2C1=O returned IDE inh 0 and IDE cell activ 5.
For COCCn1c(C)cc(/C=C(\C#N)C(=O)OC(C)C(=O)Nc2ccc(NC(C)=O)cc2)c1C (stereo not drawn) the results were IDE inh 6 and IDE cell activ 5.
Screening CCCc1cc(-n2ccnc2C)n2c(nc3ccccc32)c1C#N returned IDE inh 2 and IDE cell activ 11.
CC1C(=O)N2CCCc3cc(S(=O)(=O)N4CCCCC4)cc1c32 (stereo not drawn) was read as IDE inh 2 and IDE cell activ 5.
`NNC(=O)C1CCN(S(=O)(=O)c2ccc(Cl)cc2)CC1` gave IDE inh -3 and IDE cell activ 0.
Screening CC(=O)Oc1ccc(-c2cc3ccc(OC(C)=O)cc3oc2=O)cc1 returned IDE inh -4 and IDE cell activ 2.
O=C(COC(=O)CNC(=O)c1ccc(Cl)cc1Cl)NCc1ccco1 was read as IDE inh -4 and IDE cell activ -3.
For COc1cc(/C=C2\SC(=S)N(CC(=O)O)C2=O)ccc1OS(=O)(=O)c1ccc(C)cc1 the results were IDE inh -3 and IDE cell activ -3.
Cc1ccc(S(=O)(=O)NCC(=O)NNC(=O)c2ccccc2Cl)cc1C was read as IDE inh -5 and IDE cell activ 7.
`COc1ccc(S(=O)(=O)N2CCC3(CC2)OCCN3S(=O)(=O)c2cccs2)cc1` gave IDE inh 2 and IDE cell activ 4.
`C=CCC[C@@H](Cc1ccc(F)cc1)C(=O)OC[C@@H](NC(=O)[C@@H](CC=C)CC(=O)N(CCO)Cc1ccccc1)c1ccccc1` gave IDE inh -1 and IDE cell activ 12.
`COc1ccc([C@@H](NC(=O)OC(C)(C)C)C(=O)OC(C)(C)C)cc1` gave IDE inh 3 and IDE cell activ -5.
`COc1ccc(N2CCN(C(=O)[C@@H]3CCCN3C3=NS(=O)(=O)c4ccccc43)CC2)cc1` gave IDE inh -2 and IDE cell activ 1.
`C[C@@H]1CC[C@]2(C(=O)O[C@@H]3O[C@H](CO)[C@@H](O)[C@H](O)[C@H]3O)CC[C@]3(C)C(=CCC4[C@@]5(C)C[C@@H](O)[C@H](O)[C@@](C)(C(=O)O[C@@H]6[C@H](O)C[C@@]7(C)C(CC[C@]8(C)C7CC=C7[C@H]9[C@](C(=O)O[C@@H]%10O[C@H](CO)[C@@H](O)[C@H](O)[C@H]%10O)(CC[C@@H](C)[C@@]9(C)O)CC[C@]78C)[C@@]6(CO)C(=O)O)C5CC[C@]43C)[C@@H]2[C@]1(C)O` (stereo partly drawn) gave IDE inh 1 and IDE cell activ 1.
Screening COc1ccc(N2CC(C(=O)N3CCC(c4nc5ccccc5[nH]4)CC3)CC2=O)cc1 (stereo not drawn) returned IDE inh 5 and IDE cell activ -1.
For Cc1noc(C)c1COc1ccc(C(=O)Nc2nnc(CC(C)C)s2)cc1 the results were IDE inh 3 and IDE cell activ 1.
O=C(CCNC(=O)c1ccco1)NCc1ccc(C(=O)O)cc1 was read as IDE inh 3 and IDE cell activ 1.
For CNS(=O)(=O)c1cccc(C(=O)OCC(=O)c2ccc3[nH]c(=O)[nH]c3c2)c1 the results were IDE inh 5 and IDE cell activ -1.
COC(=O)[C@]1(C)N[C@H](CN(C)S(=O)(=O)c2ccc(F)cc2)[C@@H]2C(=O)N(C)C(=O)[C@@H]21 was read as IDE inh -1 and IDE cell activ 6.
CN1CCN(S(=O)(=O)c2ccc(Nc3ccc(F)cc3)nc2)CC1 was read as IDE inh -1 and IDE cell activ 3.
`COc1ccc(S(=O)(=O)Nc2cccc3c2O[C@@H](CN(C)Cc2ccc(C(=O)O)cc2)[C@@H](C)CN([C@H](C)CO)C3=O)cc1` gave IDE inh 5 and IDE cell activ 0.
`O=S(=O)(Nc1ccc(-n2cnnn2)cc1)c1ccc(Cl)s1` gave IDE inh 3 and IDE cell activ 3.
Cc1ccc(S(=O)(=O)N2CCOCC2)cc1C(=O)NCCc1ccc(Cl)cc1 was read as IDE inh 1 and IDE cell activ 4.
For COc1ccccc1C(=O)NCCC(=O)N1CCN(c2ccccc2O)CC1 the results were IDE inh 1 and IDE cell activ 4.
For Cc1cc(C)cc(NC(=O)CSc2nc3nc(C)cc(C)c3c(=O)[nH]2)c1 the results were IDE inh 1 and IDE cell activ -5.
For CCCN(CC(=O)Nc1ccccc1C)C(=O)c1ccc(=O)n(Cc2ccccc2)n1 the results were IDE inh 2 and IDE cell activ -2.
For COc1ccc(OCC(=O)OCC(=O)Nc2ccc3[nH]c(=O)[nH]c3c2)cc1 the results were IDE inh 3 and IDE cell activ 1.
Screening CSCCC1NC(=O)N(CC(=O)Nc2cccc(S(=O)(=O)N3CCCCCC3)c2)C1=O (stereo not drawn) returned IDE inh 0 and IDE cell activ 1.
For CCOC(=O)[C@@H]1[C@H]2COc3ccc(Br)cc3[C@@H]2N2C(=O)N(c3cccc(Cl)c3)C(=O)[C@@]12C the results were IDE inh -3 and IDE cell activ 4.
Cc1ccc(C)c(NC(=O)CN(C)C(=O)CC2OC(=O)c3ccccc32)c1 (stereo not drawn) was read as IDE inh 1 and IDE cell activ 3.
For O=C(NCC(c1cccs1)N1CCOCC1)c1ccc(OCc2ccccc2)cc1 (stereo not drawn) the results were IDE inh 5 and IDE cell activ 1.
CCC/C=C1/CCCOC(C(=O)NCc2ccc(C)o2)(C(F)(F)F)C1 (stereo not drawn) was read as IDE inh -2 and IDE cell activ 4.
`COc1ccc([C@H]2CC(=O)C=C(c3ccc4ncccc4c3)C2)cc1` gave IDE inh 0 and IDE cell activ -2.
Screening Cc1ccc(S(=O)(=O)N(C)c2ccc(C(=O)Nc3ccc(C)cn3)cc2)cc1 returned IDE inh -2 and IDE cell activ -1.
`O=C(CCNC(=O)c1ccc(Br)cc1)NCC1CCCO1` (stereo not drawn) gave IDE inh 3 and IDE cell activ 3.
Screening O=C(NNC(=O)c1ccccc1Br)c1cnccn1 returned IDE inh 7 and IDE cell activ 3.
For COc1ccccc1NS(=O)(=O)c1ccc(C)c(C(=O)NNC(=O)c2csc(N3CCOCC3)n2)c1 the results were IDE inh 3 and IDE cell activ 6.
For Cc1ccc(S(=O)(=O)N2CCCC2CNC(=O)C(=O)Nc2ccccc2)cc1 (stereo not drawn) the results were IDE inh -3 and IDE cell activ -4.
COc1cccc(C2=CC(=O)C[C@H](c3ccc4c(c3)OCO4)C2)c1 was read as IDE inh -1 and IDE cell activ 1.
For N#Cc1ccccc1OCC(=O)Nc1ccc2c(c1)OCCO2 the results were IDE inh -1 and IDE cell activ 2.
For Cc1c(NC(=O)C(C)Oc2cccc(Cl)c2)c(=O)n(-c2ccccc2)n1C (stereo not drawn) the results were IDE inh 1 and IDE cell activ -1.
For CCC(C)Sc1cccc(-c2nc3cnccn3c2NC2CCCCC2)c1 (stereo not drawn) the results were IDE inh 3 and IDE cell activ 6.
`Cc1cccc(C(=O)NCC(=O)NCC2COc3ccccc3O2)c1` (stereo not drawn) gave IDE inh 2 and IDE cell activ 1.
CSc1ccccc1NC(=O)CN(C)C(=O)/C=C/c1ccccc1 was read as IDE inh -3 and IDE cell activ 2.
Screening O=C(COC(=O)c1ccc(F)c([N+](=O)[O-])c1)NC(=O)NCc1ccccc1 returned IDE inh 5 and IDE cell activ 2.
Screening Cc1cc(Cn2nc(-c3ccccc3C)cc2C(=O)O)on1 returned IDE inh -1 and IDE cell activ 3.
Cc1ccc(CNC(=O)CNC(=O)c2ccc(C(C)(C)C)cc2)n1C was read as IDE inh 5 and IDE cell activ 1.
For CC(C)(C)OC(=O)C[C@@H]1C/C=C\C[C@H](CC(=O)NCCO)C(=O)N2CCC[C@H]2COC1=O the results were IDE inh -4 and IDE cell activ 3.
`CC1(C)Cc2cccc(OCC(=O)OCc3nnc(-c4ccc([N+](=O)[O-])cc4)o3)c2O1` gave IDE inh 1 and IDE cell activ 5.
For COc1ccc(Cl)cc1NC(=O)COC(=O)C1CC(=O)N(Cc2ccccc2)C1 (stereo not drawn) the results were IDE inh -3 and IDE cell activ 2.
COc1ccc(NC(=O)COC(=O)c2ccc(N3CCCC3=O)cc2)cc1 was read as IDE inh -1 and IDE cell activ 2.
CCCN(CC(=O)Nc1ccccc1C)C(=O)C1CC(=O)N(c2ccccc2C(C)CC)C1 (stereo not drawn) was read as IDE inh 2 and IDE cell activ 5.

Reprinted at random: two records from the list
`CC1(C)Cc2cccc(OCC(=O)OCc3nnc(-c4ccc([N+](=O)[O-])cc4)o3)c2O1` gave IDE inh 1 and IDE cell activ 5.
Cc1ccc(CNC(=O)CNC(=O)c2ccc(C(C)(C)C)cc2)n1C was read as IDE inh 5 and IDE cell activ 1.
